Screening data as filed in PubChem.
Pol beta inh: qHTS Assay for Inhibitors of DNA Polymerase Beta; P06746; Pol beta primer extension/strand displacement, fluorescence kinetic; Potency, µM (series often up to 114 µM), for inactives: at the highest dose activity change, negative = inhibition, most hits filed as inhibitors; 340,000 compounds, 1.3% hits; AID 485314, 2010; also: potency is read from the fitted curve at half-maximal effect; % is scaled to controls: 0 for no effect and ±100 for the full control effect
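10 nM enzyme + cpd, 15 min RT; start with substrate 50 nM final; read 0 min and after 10 min RT. Corrected, normalized data; 4-parameter Hill curve fit.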
BLM helicase inh: qHTS Assay for Inhibitors of Bloom's syndrome helicase (BLM); recombinant BLM DNA unwinding, fluorescence dequenching; Potency, µM (highest dose often 56.1 µM), for inactives: at the top dose activity change, negative = inhibition, actives largely listed as inhibitors; 350,000 compounds, 0.2% hits;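 also: potency is read from the fitted curve at half-maximal effect; plate controls were vehicle for no effect and no enzyme for full effect; nearly all actives have a fitted effect of over 35% in size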
Target sequence (P54132 whole entry, looked up): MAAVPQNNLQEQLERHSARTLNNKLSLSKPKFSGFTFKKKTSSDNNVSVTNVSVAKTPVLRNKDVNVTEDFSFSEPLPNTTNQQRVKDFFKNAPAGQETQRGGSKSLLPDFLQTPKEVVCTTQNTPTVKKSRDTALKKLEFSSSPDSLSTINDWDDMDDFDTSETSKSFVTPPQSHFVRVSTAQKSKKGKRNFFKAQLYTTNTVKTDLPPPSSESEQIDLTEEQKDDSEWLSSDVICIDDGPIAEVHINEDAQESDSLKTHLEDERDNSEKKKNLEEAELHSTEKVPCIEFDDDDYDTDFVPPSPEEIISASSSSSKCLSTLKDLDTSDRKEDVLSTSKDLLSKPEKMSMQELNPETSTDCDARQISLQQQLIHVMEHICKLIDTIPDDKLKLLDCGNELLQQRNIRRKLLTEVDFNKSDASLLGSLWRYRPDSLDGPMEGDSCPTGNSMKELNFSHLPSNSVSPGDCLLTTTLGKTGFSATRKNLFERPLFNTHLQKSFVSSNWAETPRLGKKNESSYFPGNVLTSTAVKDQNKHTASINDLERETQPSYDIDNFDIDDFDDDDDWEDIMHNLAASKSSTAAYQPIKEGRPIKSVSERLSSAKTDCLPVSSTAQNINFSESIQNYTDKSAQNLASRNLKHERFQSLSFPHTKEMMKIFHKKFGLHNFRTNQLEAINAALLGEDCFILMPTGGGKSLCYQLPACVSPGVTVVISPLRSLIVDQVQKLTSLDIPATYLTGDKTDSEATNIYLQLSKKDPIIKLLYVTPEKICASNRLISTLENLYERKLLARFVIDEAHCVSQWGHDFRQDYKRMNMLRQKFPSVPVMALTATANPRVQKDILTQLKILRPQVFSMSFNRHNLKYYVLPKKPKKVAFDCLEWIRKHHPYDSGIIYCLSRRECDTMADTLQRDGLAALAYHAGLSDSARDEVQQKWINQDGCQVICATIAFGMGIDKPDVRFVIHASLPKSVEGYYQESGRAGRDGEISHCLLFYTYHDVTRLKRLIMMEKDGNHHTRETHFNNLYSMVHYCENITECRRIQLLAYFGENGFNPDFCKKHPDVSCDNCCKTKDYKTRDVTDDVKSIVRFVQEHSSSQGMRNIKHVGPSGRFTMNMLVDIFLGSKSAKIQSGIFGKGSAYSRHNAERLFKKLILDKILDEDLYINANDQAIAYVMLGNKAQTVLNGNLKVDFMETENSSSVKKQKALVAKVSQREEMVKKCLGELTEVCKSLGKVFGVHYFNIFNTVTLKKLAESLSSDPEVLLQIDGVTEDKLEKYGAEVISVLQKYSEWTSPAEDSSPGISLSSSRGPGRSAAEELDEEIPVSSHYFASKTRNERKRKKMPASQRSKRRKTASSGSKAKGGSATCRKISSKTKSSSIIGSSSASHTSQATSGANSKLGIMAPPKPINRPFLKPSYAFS
APEX1 inh: qHTS Assay for Inhibitors of the Human Apurinic/apyrimidinic Endonuclease 1 (APE1); DNA repair nuclease/redox regulator APEX1 (Homo sapiens), P27695; Potency, µM (doses to about 65.8 µM), inactives show at the top dose activity change, negative = inhibition, hits mostly inhibitors; recombinant APE1, TAMRA/BHQ-2 abasic DNA cleavage fluorescence; AID 2517, 2012; 350,000 compounds, 0.35% hits;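 also: potency is read from the fitted curve at half-maximal effect; plate controls were vehicle for no effect and reference inhibitor for full effect; nearly all actives have a fitted effect of over 55% in size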
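0.75 nM APE1 + cpd, 15 min RT; start w/ 50 nM TAMRA/BHQ-2 THF-abasic dsDNA; kinetic fluor 525/598 nm ×3 reads @60 s; Δ(read3−read1); normalized to DMSO and NSC13755 control wells.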
POLH inh: qHTS for Inhibitors of Polymerase Eta | Potency, µM (series often up to 114 µM), for inactives: at the highest dose activity change, negative = inhibition, hits mostly inhibitors | AID 588591, 2011 | recombinant Pol eta, fluorescent DNA replication assay | 390,000 compounds, 1.2% hits; also: potency is read from the fitted curve at half-maximal effect; % is scaled to controls: 0 for no effect and ±100 for the full control effect
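Pol eta at 10 nM preincubated with compounds 15 min at room temperature; reaction started with fluorescent substrate (50 nM final) and read kinetically at 0 and 10 min.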
LDHA inh: qHTS assay for inhibitors of human lactate dehydrogenase | activity change, % (values are at about 110 or 230 µM) | purified LDHA, NADH/diaphorase-resazurin fluorescence; active compounds read low | 480,000 compounds, 0.15% hits; in the data active = activity change below about -30%; inconclusive = mostly about -25% to -30%;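 also: plate controls were DMSO wells for no effect and wells without enzyme for full effect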
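Resorufin fluorescence (ex540/em590), read at 0 and 20 min after diaphorase/resazurin addition, reports the NADH left after a 5 min room-temperature reaction of 2 nM human LDH5 with 0.06 mM NADH and 0.2 mM pyruvate.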
POLK inh: qHTS for Inhibitors of Polymerase Kappa | DNA polymerase kappa (Homo sapiens), Q9UBT6 | purified Pol kappa, fluorescent DNA synthesis assay, 10 min | Potency, µM (doses to about 107 µM), without a hit: at the top dose activity, negative = inhibition, most hits filed as inhibitors | 400,000 compounds, 0.53% hits | AID 588579, 2011; also: potency is read from the fitted curve at half-maximal effect; % is scaled to controls: 0 for no effect and ±100 for the full control effect
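Here, compound and 10 nM enzyme are combined for 15 min at room temperature; adding 50 nM substrate (final) starts DNA synthesis, tracked by fluorescence at 0 and 10 min against buffer-only wells.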
Glioma ERSR ind: qHTS for Inducers of the Endoplasmic Reticulum Stress Response (ERSR) in Human Glioma: qHTS | U87-MG GRP78 promoter luciferase reporter, 16 h | Potency, µM, inactives show at the top dose activation, most hits filed as activators | 420,000 compounds, 0.02% hits | AID 602332, 2012; also: potency is read from the fitted curve at half-maximal effect; series mostly up to about 76 µM; % of control where 0% means no effect; nearly all actives have a fitted effect of over 35% in size
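Stably transfected U87-MG human glioma cells carrying a GRP78-based luminescent sensor were seeded at 1000 cells/well, pin-dosed with compounds and incubated 16 h. Luciferase reagent was then added, and end-point luminescence was read after 10 min at room temperature.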
POLI inh: qHTS for Inhibitors of Polymerase Iota; Potency, µM (titrated, usually from 115 µM), for the others: at the top dose activity, negative = inhibition, most hits filed as inhibitors; 390,000 compounds, 1% hits; DNA polymerase iota (Homo sapiens), Q9UNA4; Pol iota fluorescent replication assay, 10 min; also: potency is read from the fitted curve at half-maximal effect
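Fluorescent replication assay read twice, at 0 min and 10 min after adding 50 nM (final) substrate. Enzyme (10 nM) and compounds were first incubated 15 min at room temperature; enzyme-free buffer wells were negative controls.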
Anesthetic bind: qHTS Assay for Identification of Novel General Anesthetics | Ferritin light chain (Equus caballus), P02791 | 350,000 compounds, 0.074% hits | AID 485281, 2010 | Potency, µM (doses to about 77.5 µM), inactives show at the highest dose activity change, negative = displacement, hits mostly inhibitors | apoferritin/1-aminoanthracene competitive binding, fluorescence; also: potency is read from the fitted curve at half-maximal effect; % is scaled to controls: 0 for no effect and ±100 for the full control effect; nearly all actives have a fitted effect of over 20% in size
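Apoferritin-based anesthetic binding model; compound displacement of fluorescent 1-AMA measured as endpoint fluorescence after 10 minutes at room temperature, scaled to free-ligand and complex controls.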
Starred values were filed as active, the others as inactive; [ ] = another dose, or the depositor's remark. Unless noted, calls follow the shape of the dose curve; as a rule, active = well fitted curve in the direction sought with a large enough effect; inconclusive = small, poorly fitted or top-dose-only effect, or another doubt; inactive = no such curve, though single readings can be large; an effect the other way counts as inactive or inconclusive.

`Nc1nc(-c2ccc(Br)cc2)c(S(=O)(=O)c2ccccc2)s1` gave Pol beta inh -9%, BLM helicase inh -10%, APEX1 inh -5%, POLH inh -15%, LDHA inh 2, POLK inh 7%, Glioma ERSR ind -2%, POLI inh -3% and Anesthetic bind -8%.
`COc1ccc(CNC(=O)c2noc(C(C)C)c2[N+](=O)[O-])cc1` gave Pol beta inh 1%, BLM helicase inh 0%, APEX1 inh 11%, POLH inh -19%, LDHA inh -10, POLK inh -9%, Glioma ERSR ind -4%, POLI inh 19% and Anesthetic bind -10%.
For CC1CCC(NC(=O)c2ccc3c(c2)N(Cc2ccccc2F)C(=O)c2ccccc2S3=O)CC1 (configuration not stated) the results were Pol beta inh -1%, BLM helicase inh -10%, POLH inh -28%, LDHA inh 0, POLK inh -12%, Glioma ERSR ind 2%, POLI inh 14% and Anesthetic bind -23%.
For CC(=O)NCc1c(Cl)cccc1-n1cccc1 the results were Pol beta inh 62%, BLM helicase inh 1%, APEX1 inh 7%, POLH inh 0%, LDHA inh -9, POLK inh -7%, Glioma ERSR ind -4%, POLI inh 10% and Anesthetic bind inconclusive.
Screening Cc1cc(C)c2c(N)c(C(=O)Nc3ccccc3C(F)(F)F)sc2n1 returned Pol beta inh -4%, BLM helicase inh 1%, POLH inh -10%, LDHA inh -7, POLK inh -13%[60.1 µM], Glioma ERSR ind -1%, POLI inh 10% and Anesthetic bind 88%[activator].
`O=C(NCC1CCCO1)c1cc(-c2ccccc2F)no1` (configuration not stated) gave Pol beta inh 13%, BLM helicase inh -1%, APEX1 inh 15%, POLH inh -12%, LDHA inh 1, POLK inh 6%, Glioma ERSR ind inconclusive, POLI inh 22% and Anesthetic bind -7%.
Screening COc1ccc(C(c2nnnn2C(C)(C)C)N2CCN(C(=O)c3ccco3)CC2)cc1 (configuration not stated) returned Pol beta inh 51%, BLM helicase inh -1%, APEX1 inh 3%, POLH inh 1%, LDHA inh -3, POLK inh -1%, Glioma ERSR ind -2%, POLI inh 61%[activator] and Anesthetic bind 34%[activator].
For O=C(OCc1ccccc1)N1CCC2CC1c1c(-c3ccc(C(F)(F)F)cc3)cccc12 (configuration not stated) the results were POLH inh -19%, LDHA inh 5, POLK inh 5%, Glioma ERSR ind 0% and POLI inh 3%.
Screening O=C(Nc1ccc(F)cc1)Nc1cc(S(=O)(=O)N2CCOCC2)ccc1N1CCCC1 returned Pol beta inh -1%, BLM helicase inh -1%, APEX1 inh 0%, POLH inh -17%, LDHA inh -1, POLK inh -10%, Glioma ERSR ind -5%, POLI inh 132%[activator] and Anesthetic bind -18%.
COc1ccc(C(=O)COC(=O)C(CCCCN2C(=O)C3C4C=CC(C4)C3C2=O)N2C(=O)C3C4C=CC(C4)C3C2=O)cc1 (configuration not stated) was read as Pol beta inh 27%, BLM helicase inh -7%, APEX1 inh -2%, POLH inh -12%, LDHA inh 4, POLK inh -7%, Glioma ERSR ind -3%, POLI inh 15% and Anesthetic bind -6%.
Screening COc1cc(CNCCN2CCOCC2)ccc1OCc1ccc(Cl)cc1Cl returned Pol beta inh 8%, BLM helicase inh 1%, APEX1 inh 10%, POLH inh -11%, LDHA inh -1, POLK inh 2%, Glioma ERSR ind -11%, POLI inh inconclusive and Anesthetic bind inconclusive.
O=C(Cn1nc(-c2ccccc2)c2ccccc2c1=O)Nc1cccnc1 was read as Pol beta inh 0%, BLM helicase inh 0%, APEX1 inh -3%, POLH inh -9%, LDHA inh 2, POLK inh 0%, Glioma ERSR ind -3%, POLI inh 3% and Anesthetic bind inconclusive.

Reprinted from the part before: three entries; new compounds follow.
COc1ccc(C(=O)COC(=O)C(CCCCN2C(=O)C3C4C=CC(C4)C3C2=O)N2C(=O)C3C4C=CC(C4)C3C2=O)cc1 (configuration not stated) was read as Pol beta inh 27%, BLM helicase inh -7%, APEX1 inh -2%, POLH inh -12%, LDHA inh 4, POLK inh -7%, Glioma ERSR ind -3%, POLI inh 15% and Anesthetic bind -6%.
Screening COc1cc(CNCCN2CCOCC2)ccc1OCc1ccc(Cl)cc1Cl returned Pol beta inh 8%, BLM helicase inh 1%, APEX1 inh 10%, POLH inh -11%, LDHA inh -1, POLK inh 2%, Glioma ERSR ind -11%, POLI inh inconclusive and Anesthetic bind inconclusive.
O=C(Cn1nc(-c2ccccc2)c2ccccc2c1=O)Nc1cccnc1 was read as Pol beta inh 0%, BLM helicase inh 0%, APEX1 inh -3%, POLH inh -9%, LDHA inh 2, POLK inh 0%, Glioma ERSR ind -3%, POLI inh 3% and Anesthetic bind inconclusive.
Screening CS(=O)(=O)N1CCN(C(=O)c2ccccc2F)CC1 returned Pol beta inh 26%, BLM helicase inh 0%, APEX1 inh -2%, POLH inh -7%, LDHA inh -9, POLK inh -13%, Glioma ERSR ind 1%, POLI inh 11% and Anesthetic bind 0%.
For CC(C)Cn1cc(NC(=O)N2CCN(c3ccccc3F)CC2)c2ccccc2c1=O the results were Pol beta inh 26%, BLM helicase inh -4%, POLH inh -16%, LDHA inh 6, POLK inh -7%, Glioma ERSR ind -2%, POLI inh 62%[activator] and Anesthetic bind 7%.
O=C(COc1ccccc1F)OCC(=O)N1CCc2ccccc21 was read as APEX1 inh 17%, POLH inh -7%, LDHA inh -3, POLK inh -4%, Glioma ERSR ind -1% and POLI inh 3%.
CN(C)CCOc1ccc(Cl)cc1C(C)(C)C was read as Pol beta inh 2%, BLM helicase inh 2%, APEX1 inh 13%, POLH inh -17%, LDHA inh -11, POLK inh 5%, Glioma ERSR ind -5%, POLI inh 207%[activator] and Anesthetic bind -8%.
Screening COc1cccc(Nc2c([N+](=O)[O-])cncc2[N+](=O)[O-])c1 returned Pol beta inh 58%, BLM helicase inh 0%, APEX1 inh 5%, POLH inh -7%, LDHA inh 3, POLK inh 2%, Glioma ERSR ind -4%, POLI inh 27% and Anesthetic bind -15%.
For Cc1ccc(OC(=O)c2cccc(S(=O)(=O)N3CCCC3)c2)c(-n2nc3ccccc3n2)c1 the results were Pol beta inh -20%, BLM helicase inh -10%, APEX1 inh 5%, POLH inh -8%, LDHA inh -7, POLK inh -7%, Glioma ERSR ind 2%, POLI inh 262%[activator] and Anesthetic bind inconclusive.
COC(=O)c1ccc(NS(=O)(=O)c2cccc3cccnc23)cc1 was read as Pol beta inh -1%, BLM helicase inh 1%, APEX1 inh 0%, POLH inh 8%, LDHA inh -1, POLK inh -2%, Glioma ERSR ind -6%, POLI inh 6% and Anesthetic bind -11%.
COc1cc(C2C(C#N)=C(N)Oc3n[nH]c(-c4cccnc4)c32)cc(Br)c1O (configuration not stated) was read as Pol beta inh -11%, BLM helicase inh 0%, APEX1 inh 2%, POLH inh -18%, LDHA inh 10, POLK inh 4%, Glioma ERSR ind 0%, POLI inh inconclusive and Anesthetic bind -5%.
CN(C(=O)c1ccc(NC(=O)C2CCN(C(=O)OC(C)(C)C)CC2)cc1)C1CC1 was read as APEX1 inh 11%, POLH inh -19%, LDHA inh -8, POLK inh 0%, Glioma ERSR ind -2% and POLI inh -18%.
N#Cc1cccc(NC(=O)c2ccc(S(=O)(=O)N3CCOCC3)cc2)c1 was read as APEX1 inh -2%, POLH inh -16%, LDHA inh -1, POLK inh 5%, Glioma ERSR ind -3% and POLI inh -14%.
For Oc1ccc(CCc2n[nH]c(=S)n2-c2ccc(F)cc2)cc1 the results were Pol beta inh -8%, BLM helicase inh -8%, APEX1 inh 0%, POLH inh -16%, LDHA inh -5, POLK inh -11%, Glioma ERSR ind -2%, POLI inh 44%[activator] and Anesthetic bind -5%.
For COc1ccccc1CNC(=O)CN1CCN(Cc2ccc(Cl)cc2)C1=O the results were POLH inh -4%, LDHA inh -5, POLK inh 2%, Glioma ERSR ind -3% and POLI inh 12%.
Screening CC(=O)NCCn1c(SCC#N)nc2ccccc2c1=O returned Pol beta inh 1%, BLM helicase inh 0%, APEX1 inh -6%, POLH inh -11%, LDHA inh -3, POLK inh 4%, Glioma ERSR ind -2%, POLI inh 27% and Anesthetic bind -6%.
Screening COc1ccc(/C=N/NC(=O)Cn2ccnc2C)cc1OC returned Pol beta inh -7%, BLM helicase inh 1%, APEX1 inh -3%, POLH inh -18%, LDHA inh -2, POLK inh 1%, Glioma ERSR ind -6%, POLI inh 41%[activator] and Anesthetic bind 2%.
Clc1ccc(-c2nnc3n2CCCCS3)cc1 was read as Pol beta inh 1%, BLM helicase inh 1%, APEX1 inh 1%, POLH inh -15%, LDHA inh -4, POLK inh 3%, Glioma ERSR ind -5%, POLI inh 8% and Anesthetic bind -8%.
Screening CCOc1cccc2cc(C(C)=O)oc12 returned Pol beta inh 13%, BLM helicase inh -3%, APEX1 inh -6%, POLH inh -21%, LDHA inh 4, POLK inh 4%, Glioma ERSR ind -2%, POLI inh 33% and Anesthetic bind -22%.
CC[C@H](C)[C@H](NC(=O)CNC(=O)COc1cc2c(c3oc(=O)cc(C)c13)CCC(C)(C)O2)C(=O)O was read as Pol beta inh 0%, BLM helicase inh 0%, APEX1 inh 9%, POLH inh -18%, LDHA inh -20, POLK inh 9%, Glioma ERSR ind 1%, POLI inh 31% and Anesthetic bind -6%.
OCCCNc1nccc(-c2cc(Nc3cccc(Cl)c3)ncn2)n1 was read as Pol beta inh 0%, BLM helicase inh -3%, APEX1 inh -3%, POLH inh inconclusive, LDHA inh 4, POLK inh 9%, Glioma ERSR ind -1%, POLI inh 4% and Anesthetic bind inconclusive.

An excerpt. The share of hits here may be higher or lower than overall.
